# Compound activity as filed in PubChem.
# IMP-1 inhibitor = blocks Pseudomonas aeruginosa IMP-1 metallo-beta-lactamase; purified IMP-1, nitrocefin hydrolysis, epi-absorbance fluorescence; inhibition, % at 5.6 µM; 290,000 tested, 0.45% active; AID 1556;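 active = inhibition above the mean plus 3 SD of all compounds in the same screening run, cut at about 4.5% in these data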;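 note: 0% = IMP-1 with DMSO and 100% = DMSO wells lacking enzyme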
#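 System: Purified recombinant IMP-1 metallo-beta-lactamase enzyme | Measured by: Fluorescence quenching readout, ex 480/em 530 nm | Replication: Singlicate | Incubation: 15 min preincubation plus 25 min reaction at 25 °C | Evaluation: Percent inhibition from optical density relative to buffer-blank wells | Benchmarks: DMSO with and without IMP-1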
# VIM-2 inhibitor = inhibitors of Pseudomonas aeruginosa VIM-2 metallo-beta-lactamase; purified VIM-2, nitrocefin hydrolysis, epi-absorbance fluorescence; inhibition, % at 5.6 µM; 290,000 tested, 0.89% active;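 active = inhibition above the mean of all tested compounds plus 3 SD, cutoff set per screening run, cut at about 7.5% in these data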;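 note: red hydrolysis product quenches plate fluorescence so inhibitors raise well fluorescence; 0% = enzyme with DMSO and 100% = DMSO without enzyme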
# MEKK2mut PB1 HTS = signal of MEK5 binding to mutant human MEKK2 PB1 domain. bead flow cytometry, Alexa488-MEK5 binding to MEKK2 mutant. percent response, % at 10 µM. 290,000 tested, 0.35% active. AID 1530; in the data active = percent response above about 24%, passing the limit was not always enough; note: inactives centre near 1; some results filed as inactive read as strong as hits
# MEKK2 WT-MEK5 = raises or lowers MEK5 binding to wildtype human MEKK2 PB1 domain; bead flow cytometry, Alexa488-MEK5 binding to MEKK2 WT; actives lie on both sides; Q9Y2U5; binding response (% of control), % at 10 µM; 290,000 tested, 1.1% active; in the data active = binding response below about 67% or above about 130%
# NALP1 inh = NALP1 inhibition | 280,000 tested, 0.61% active | inhibition, % at 10 µM | AID 2071 | S. cerevisiae NALP1/ASC/caspase-1 growth, X-gal OD620, 72 h; in the data active = inhibition mostly above about 24%, no sharp cut-off; inactive = mostly below about 32%; note: some compounds called inactive have numbers as strong as hits
# UBC9 SUMO inh = SUMOylation inhibition. P63279. HTRF SUMOylation assay, SAE1/SAE2 + UBC9, in vitro. inhibition, % at 35 µM. 290,000 tested, 0.36% active; in the data active = inhibition above about 50%, passing the limit was not always enough; note: strong numbers were not always called active
# Target sequence (P63279 whole entry, looked up): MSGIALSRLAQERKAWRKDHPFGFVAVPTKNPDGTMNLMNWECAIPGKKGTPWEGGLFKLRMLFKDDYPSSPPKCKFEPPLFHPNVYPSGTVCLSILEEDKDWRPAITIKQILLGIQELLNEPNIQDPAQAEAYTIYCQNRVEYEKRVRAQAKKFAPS
# M18AAP inhibitor = blocks P. falciparum M18 aspartyl aminopeptidase; 290,000 tested, 1.2% active; AID 1822; recombinant PfM18AAP, H-Glu-NHMec fluorogenic cleavage; inhibition, % at 7.35 µM;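 active = inhibition above the campaign mean inhibition over all tested compounds plus 3 SD, cut at about 28% in these data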;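 note: 0% = plate median of test compound wells and 100% = 2 mM ZnCl2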
# NS3 helicase inh = blocks Hepatitis C virus NS3 helicase unwinding. 290,000 tested, 0.56% active. inhibition, % at 10.9 µM. NS3 helicase DNA unwinding, Cy5 molecular beacon fluorescence;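 active = inhibition above the mean of all tested compounds plus 3 SD, set per campaign, cut at about 35% in these data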;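 note: 0% = DMSO wells and 100% = thioflavine S control wells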
#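 Assay system: hepatitis C virus NS3 helicase domain fragment enzyme. Also added: annealed dual-labelled DNA beacon duplex, ATP-started. Timing: 1 h reaction at 25 °C, ATP-initiated. Technique: Cy5 fluorescence at 0 and 60 min, beacon hairpin quenching. Evaluation: % inhibition of unwinding. Replication: one well per compound.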
# FID counter = displaces DNA intercalator in HCV helicase counter-screen; DNA fluorescent intercalator displacement, fluorescence; inhibition, % at 7.9 µM; 290,000 tested, 0.17% active; in the data active = inhibition above about 37%;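 note: 0% = vehicle and 100% = reference compound; higher means more ethidium bromide displaced from hairpin DNA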
# Active calls of the source: *; . = no result given.
SMILES,IMP-1 inhibitor,VIM-2 inhibitor,MEKK2mut PB1 HTS,MEKK2 WT-MEK5,NALP1 inh,UBC9 SUMO inh,M18AAP inhibitor,NS3 helicase inh,FID counter
CCOC(=O)N1CCN(S(=O)(=O)c2ccc(C(=O)Nc3nnc(CSC)o3)cc2)CC1,-3.1,-5.0,2,98,26,7,3,11,-36
COc1ccc(NC(=O)NC2(C(=O)N3CCN4CCCC4C3)CCCCC2)cc1 (stereo not drawn),-3.8,-3.9,0,99,2,5,-2,0,3
Cc1ccc(NC(=O)CN2C(=O)CCS(=O)(=O)c3ccccc32)cc1Cl,-1.3,-0.2,-1,104,16,9,-16,3,-33
Cc1ccc(S(=O)(=O)N(C)c2ccc(OCC(=O)O)cc2)cc1,-3.5,-3.1,7,104,7,-2,9,0,-10
Cc1nc(-c2ccccc2)sc1-c1nc(-c2cccnc2)ncc1S(=O)(=O)c1ccccc1,-3.4,-1.7,2,102,6,-41,-7,1,1
COCCNC(=O)Cn1cnc2ccc(S(=O)(=O)N3CCC(C)CC3)cc2c1=O,1.4,-0.3,4,108,-16,-19,-7,21,-10
CCCc1nnc(NC(=O)CCC(=O)N2CCN(c3ccccc3)CC2)s1,-1.0,-2.4,2,99,0,21,-2,1,-46
Cc1noc(C)c1S(=O)(=O)N1CCCC(C(=O)NC2CCCCC2)C1 (stereo not drawn),-1.9,-1.1,2,100,35,-9,0,-4,-1
CC1(c2nnc(-c3ccccc3)o2)CC(c2ccc(F)cc2)=NO1 (stereo not drawn),.,.,3,98,8,1,.,.,.
O=C1CCC(=O)N1c1ccc(CSc2nnnn2C2CCCCC2)cc1,-3.2,-2.8,3,98,18,-3,5,8,-20
O=C(Nc1cccc(C(=O)Nc2cccc(C(F)(F)F)c2)c1)c1ccc(=O)[nH]c1,-2.3,-0.9,6,109,3,-7,18,-12,-13
Cc1c(C(=O)NC(=S)Nc2ccc3c4c(cccc24)CC3)cccc1[N+](=O)[O-],-1.4,-1.9,5,104,5,-11,5,0,0

# An excerpt from above in order of the UBC9 SUMO inh value, smallest number first:
molecule,IMP-1 inhibitor,VIM-2 inhibitor,MEKK2mut PB1 HTS,MEKK2 WT-MEK5,NALP1 inh,UBC9 SUMO inh,M18AAP inhibitor,NS3 helicase inh
Cc1c(C(=O)NC(=S)Nc2ccc3c4c(cccc24)CC3)cccc1[N+](=O)[O-],-1.4,-1.9,5,104,5,-11,5,0
O=C1CCC(=O)N1c1ccc(CSc2nnnn2C2CCCCC2)cc1,-3.2,-2.8,3,98,18,-3,5,8
CC1(c2nnc(-c3ccccc3)o2)CC(c2ccc(F)cc2)=NO1 (stereo not drawn),.,.,3,98,8,1,.,.

# The list goes on.
SMILES,IMP-1 inhibitor,VIM-2 inhibitor,MEKK2mut PB1 HTS,MEKK2 WT-MEK5,NALP1 inh,UBC9 SUMO inh,M18AAP inhibitor,NS3 helicase inh,FID counter
C=CCC(NCc1ccccc1)c1ccc(C)o1 (stereo not drawn),-2.5,-1.5,10,104,.,.,1,2,0
CCOC(CNC(=O)CN1C(=O)COc2ccc(S(=O)(=O)N3CC(C)CC(C)C3)cc21)OCC (stereo not drawn),-0.7,-1.2,-2,92,26,2,5,-2,-49
O=C(N/N=C/c1ccc(O)c([N+](=O)[O-])c1)C(O)(c1ccccc1)c1ccccc1,-2.6,1.1,0,102,9,15,3,0,-4
O=C(NCCSc1ccccc1)c1cncc(Br)c1,-2.0,-1.4,2,102,8,21,-2,3,-1
COc1ccc(/C=N/Nc2cc(N(C)C)nc(N(C)C)n2)cc1,-1.0,-1.7,-1,108,-17,95*,6,-7,-3
CCc1ccc(/C=C2/SC(=S)N(CCC(=O)Nc3cccc(C(=O)O)c3)C2=O)cc1,-0.1,0.0,-6,93,12,18,1,4,-32
Cc1cccc(NC(=S)N2CCC(c3nc4ccccc4s3)CC2)c1,-1.6,0.5,-11,81,9,-15,-2,-15,-6
O=c1ccnc2n1COCS2,-3.0,-1.9,-3,92,19,-12,-2,-2,1
Cc1ccc(CNc2cccnc2)cc1,-1.5,-1.4,2,104,11,5,-1,2,-1
COc1ccc(OC)c(NC(=O)C2CCCN2S(=O)(=O)c2cccc3nsnc23)c1 (stereo not drawn),-3.9,-1.9,2,101,19,4,2,-4,-24
Cc1nc(Cl)c(C#N)cc1-c1ccccc1,-3.0,-2.3,10,112,-1,-3,-4,0,-3
Cc1ccccc1NC(=O)C(C)SCc1ccccc1 (stereo not drawn),-0.2,-0.5,8,102,10,0,4,2,-12
O=C(NC1CCCCC1)C1CC=CCC1C(=O)OCC(Cl)=C(Cl)Cl (stereo not drawn),-2.3,-1.6,2,103,1,6,1,-2,-19
O=C(CN(C(=O)CNC(=O)c1cccs1)c1ccccc1)NC1CCCCC1,-1.8,-2.6,-6,97,13,-2,3,-6,-32
CCCC(=O)Nc1nn(C)c2nc3c(C)cccc3cc12,-4.1,-1.5,2,100,-2,16,0,-3,3
CCC(C)/C(C)=N/NC(=O)C1COc2ccccc2O1 (stereo not drawn),-4.7,-5.3,17,97,19,-1,-3,4,-3
FC(F)(F)c1cc(-c2ccccc2)nc(N2CCCCC2)n1,-1.2,-1.1,10,106,-6,5,0,-3,0
COc1cccc(-c2nc(=S)c3c(o2)CCCC3)c1,-2.8,-0.2,-9,91,-6,-3,-12,2,-4
COc1cc(C(C)=O)ccc1OC(=O)c1cc2cccc(OC)c2oc1=O,0.5,-0.4,-14,89,-5,27,6,1,0
COc1cc(C(=O)Nc2cccc3cccnc23)cc(OC)c1OC,2.4,1.5,-2,102,14,10,-21,-8,-17
COc1ccccc1NC1=C(Cl)C(=O)N(c2ccccc2)C1=O,-3.2,-1.5,-1,100,28,-13,-1,-2,0
CCOc1ccc(C(C)(C)C)cc1S(=O)(=O)N1CCOCC1,-2.6,-2.0,9,105,-14,-5,-3,0,-19
CCOc1ccc(N(Cc2cc3cc(C)ccc3[nH]c2=O)C(=O)COC)cc1,-1.1,-0.5,2,107,15,-2,3,3,-38
Cc1ccc(N2C(=O)S/C(=C/c3cn(C)c4ccccc34)C2=O)cc1,-1.3,1.1,.,.,4,29,7,9,-6

# Record cards, from the list above. Values in the order: IMP-1 inhibitor	VIM-2 inhibitor	MEKK2mut PB1 HTS	MEKK2 WT-MEK5	NALP1 inh	UBC9 SUMO inh	M18AAP inhibitor	NS3 helicase inh	FID counter
# Cc1ccc(N2C(=O)S/C(=C/c3cn(C)c4ccccc34)C2=O)cc1 across the screens: -1.3	1.1	.	.	4	29	7	9	-6
# COc1cc(C(=O)Nc2cccc3cccnc23)cc(OC)c1OC across the screens: 2.4	1.5	-2	102	14	10	-21	-8	-17
# CCCC(=O)Nc1nn(C)c2nc3c(C)cccc3cc12 across the screens: -4.1	-1.5	2	100	-2	16	0	-3	3
# COc1ccccc1NC1=C(Cl)C(=O)N(c2ccccc2)C1=O across the screens: -3.2	-1.5	-1	100	28	-13	-1	-2	0

# Later entries.
SMILES,IMP-1 inhibitor,VIM-2 inhibitor,MEKK2mut PB1 HTS,MEKK2 WT-MEK5,NALP1 inh,UBC9 SUMO inh,M18AAP inhibitor,NS3 helicase inh,FID counter
CNC(=O)/C(=C/c1ccc2c(c1)OCO2)NC(=O)c1ccc(Br)cc1,-1.8,-0.6,-2,100,30,-1,-12,8,-6
CCn1c(SCC(=O)N/N=C/C=C/c2ccco2)nnc1-c1ccc(OC)cc1,-4.1,-2.8,13,103,26,19,12,17,-25
CCc1cccc(NC(=O)Cc2ccc([N+](=O)[O-])cc2)c1,-2.9,-1.3,-1,100,17,-6,4,4,4
O=C(NC(Cc1c[nH]c2ccccc12)C(=O)O)c1ccccc1 (stereo not drawn),-3.0,-0.2,3,99,.,-11,-4,9,-7
COc1ccccc1NC(=O)CCN1C(=O)c2ccccc2S1(=O)=O,-1.7,-2.9,-1,99,-2,15,5,6,-5
CCCn1cnc2c(c1=O)c1nc3ccccc3nc1n2CCC1=CCCCC1,-3.5,-1.1,2,100,-10,22,-3,1,-1
Cc1nnsc1C(=O)N1CCCC(Nc2ccc(F)c(F)c2)C1 (stereo not drawn),-1.8,0.3,-2,99,6,8,-1,-12,-3
COc1cccc(-c2nc(CS(=O)(=O)CC(=O)Nc3ccccc3C)c(C)o2)c1,-1.2,-4.5,2,101,3,26,3,-6,-28
C=CCc1cc(C=O)cc(OC)c1OCc1ccc(C(=O)O)cc1,-1.9,-0.9,-1,99,8,20,5,14,-19
N=c1c[n+](-c2ccc(Cl)cc2)[n-]o1,-4.7,-2.6,14,103,0,-27,2,-4,5
CC(=O)c1ccc(NC(=O)Nc2ncn(Cc3cccc(C)c3)n2)cc1,0.2,-0.6,-2,104,-11,-12,-11,-4,-9
CN(C)/C=C/c1onc(-c2c(F)cccc2Cl)c1C#N,-3.1,-1.6,-12,89,-4,12,-1,7,-2
CSc1nc2nccc(/C=C\c3ccccc3)n2n1,-1.5,0.1,-3,103,-2,19,15,-7,-3
CCOC(=O)c1c(C)c(C(=O)OCC)n(C)c1C,-1.7,-1.3,6,91,12,8,-3,4,-16
COc1ccc(NS(=O)(=O)c2cc3c(cc2C)N(C(C)=O)CCO3)c(OC)c1,-4.5,-0.1,0,93,-4,1,3,-9,-20
CSc1ccc(/C=N/Nc2cccc(C(=O)O)c2)cc1,-2.4,-1.2,-14,85,1,35,19,38*,-11
CC(NCc1ccc(S(N)(=O)=O)cc1)C(=O)Nc1ccc([N+](=O)[O-])cc1Cl (stereo not drawn),-1.3,-2.0,-2,94,12,-7,0,-4,3
O=C(Nc1ccccc1)c1ccc2c(c1)CCN2S(=O)(=O)c1ccccc1,-2.8,-3.5,-12,96,4,2,2,-12,-14
CCN(CC)S(=O)(=O)c1ccc(N2CCOCC2)c(NC(=O)C2COc3ccccc3O2)c1 (stereo not drawn),-3.4,-4.3,0,99,2,-19,-1,5,-15
N#CC(CO)(Cc1ccc(OC(F)F)cc1)c1nc2ccccc2[nH]1 (stereo not drawn),0.2,0.6,-6,93,34,2,-6,1,-4
Cc1ccc(SCc2cc(=O)[nH]c(N3CCCCC3)n2)cc1,-1.5,-1.2,-4,92,4,-5,2,5,-5
O=C(C1CCCN(Cc2ccccc2[N+](=O)[O-])C1)N1CCCCC1 (stereo not drawn),-1.3,-5.0,6,102,-7,14,3,-7,1
O=C(CSc1nnnn1-c1ccccc1)Nc1ncc2c(n1)CC(c1ccco1)CC2=O (stereo not drawn),-3.9,-0.5,-2,103,6,12,-9,5,-12
